AmpC detergent – qHTS Inhibitors of AmpC Beta-Lactamase (assay with detergent); P00811; AmpC hydrolysis of nitrocefin, absorbance 480 nm, 0.01% Triton; Potency, µM (doses to about 114 µM), for inactives: top-dose activity change, negative = inhibition, actives largely listed as inhibitors; 370,000 tested, 0.041% active;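 also: potency is read from the fitted curve at half-maximal effect; 0% = no-compound wells and -100% = no-enzyme wells; nearly all actives have a fitted effect of over 25% in size; some results filed as inactive show a strong effect at the top dose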
Target sequence (P00811 whole entry, looked up): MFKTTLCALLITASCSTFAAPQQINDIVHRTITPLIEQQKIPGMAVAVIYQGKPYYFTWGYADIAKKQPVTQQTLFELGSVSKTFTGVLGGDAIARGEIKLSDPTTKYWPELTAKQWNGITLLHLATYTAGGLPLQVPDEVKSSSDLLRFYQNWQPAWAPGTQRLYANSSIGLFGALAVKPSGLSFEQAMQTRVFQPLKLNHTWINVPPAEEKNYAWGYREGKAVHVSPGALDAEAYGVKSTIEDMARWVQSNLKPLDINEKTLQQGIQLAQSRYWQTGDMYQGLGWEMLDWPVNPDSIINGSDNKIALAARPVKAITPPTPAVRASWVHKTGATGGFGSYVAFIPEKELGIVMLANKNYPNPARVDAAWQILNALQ
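20 mM phosphate pH 7.0 + 0.01% (detergent screen) or 0.0001% Triton X-100; 5.3 nM AmpC reagent; cpd preinc 15 min RT; nitrocefin (800 uM stock) to start; A480 q20 s × 4 min; Activity was normalised to no-enzyme and no-compound control wells.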
Sm TGR inh – qHTS Assay for the Inhibitors of Schistosoma Mansoni Peroxiredoxins; 360,000 tested, 3% active; Potency, µM (highest dose often 114 µM), without a hit: at the highest dose activity change, negative = inhibition, usual class: inhibitors; purified TGR, DTNB reduction, TNB absorbance 405 nm; also: potency is read from the fitted curve at half-maximal effect; nearly all actives have a fitted effect of over 60% in size
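First, TGR (20 nM dispensed) and NADPH were mixed with compound. Second, a 15 min room-temperature incubation followed. Third, further NADPH and then DTNB were added to start the reaction. Finally, TNB absorbance was monitored kinetically.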
HCV inh – qHTS Assay for Inhibitors of Hepatitis C Virus (HCV); Huh7.5.1 HCVcc-Cre infection, luciferase reporter, 44 h; Potency, µM (highest dose often 41.8 µM), inactives show at the top dose activity change, negative = inhibition, hits mostly inhibitors; AID 651820, 2012; 340,000 tested, 3.4% active; also: potency is read from the fitted curve at half-maximal effect
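Compounds are dispensed onto cells plated 4 h earlier at 1,000 per well, with HCVcc-Cre virus (about 0.5 moi) added next. Following 44 h of culture, luminescent signal is measured for 15 sec after 15 min with substrate at room temperature.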
Giardia FBPA inh – qHTS Assay for Inhibitors of Fructose-1,6-bisphosphate Aldolase from Giardia Lamblia. A8B2U2. purified Giardia FBPA. Potency, µM (doses to about 59.6 µM), without a hit: at the top dose activity, negative = inhibition, usual class: inhibitors. 290,000 tested, 0.71% active; also: potency is read from the fitted curve at half-maximal effect; nearly all actives have a fitted effect of over 55% in size
Target sequence (A8B2U2 whole entry, looked up): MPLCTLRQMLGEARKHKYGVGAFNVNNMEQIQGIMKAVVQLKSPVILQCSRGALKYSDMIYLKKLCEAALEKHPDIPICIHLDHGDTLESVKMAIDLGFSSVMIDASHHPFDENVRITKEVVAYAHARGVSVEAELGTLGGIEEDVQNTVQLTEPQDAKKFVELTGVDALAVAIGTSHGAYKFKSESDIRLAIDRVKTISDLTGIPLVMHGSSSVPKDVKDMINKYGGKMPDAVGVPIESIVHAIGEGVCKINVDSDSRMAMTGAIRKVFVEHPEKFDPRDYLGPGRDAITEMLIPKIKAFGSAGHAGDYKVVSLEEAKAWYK
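Giardia FBPA (40 nM reagent) was preincubated 10 min at RT with compound (up to 57.5 uM final), then substrate plus GAPDH/TPI/NAD/arsenate coupling system with diaphorase/resazurin was added; resorufin fluorescence (525/598 nm) was read after 20 min.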
HCMV inh – qHTS Assay for inhibitors of the human cytomegalovirus (HCMV). AID 1259415, 2018. activity change, negative = inhibition, % at 57.5 µM. 410,000 tested, 4.5% active. HFF cells, HCMV-luciferase reporter, 72 h; hits give low values; in the data active = activity change below about -60%; inconclusive = no clear call, values can overlap the other calls; inactive = above about -39%
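Human foreskin fibroblasts infected with luciferase-reporter HCMV at MOI 1 PFU/cell, compounds at two doses. Luciferase measured 72 h post infection; normalized to buffer-only basal and Salinomycin (10uM) controls.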
AmpC inh no detg – qHTS Inhibitors of AmpC Beta-Lactamase (assay without detergent). AmpC nitrocefin hydrolysis, absorbance 480 nm, 0.0001% Triton. 330,000 tested, 0.52% active. Potency, µM (highest dose often 57.1 µM), for inactives: at the highest dose activity change, negative = inhibition, most hits filed as inhibitors. P00811. AID 485341, 2010;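 also: potency is read from the fitted curve at half-maximal effect; plate controls were no compound for no effect and no enzyme for full effect; nearly all actives have a fitted effect of over 20% in size; some results filed as inactive show a strong effect at the top dose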
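AmpC (5.3 nM in the dispensed reagent) in 20 mM phosphate pH 7.0 with 0.01% (detergent screen) or 0.0001% Triton X-100 was preincubated with compounds for 15 min at room temperature. Nitrocefin was then added from an 800 uM solution, and hydrolysis was followed at 480 nm.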
Starred values were filed as active, the others as inactive; ? = inconclusive; / = no result given; [ ] = another dose, or the depositor's remark. Unless noted, calls follow the shape of the dose curve; as a rule, active = well fitted curve in the direction sought with a large enough effect; inconclusive = small, poorly fitted or top-dose-only effect, or another doubt; inactive = no such curve, though single readings can be large; an effect the other way counts as inactive or inconclusive. Unless noted, % is scaled to controls: 0 for no effect and ±100 for the full control effect.

structure,AmpC detergent,Sm TGR inh,HCV inh,Giardia FBPA inh,HCMV inh,AmpC inh no detg
COC(=O)C1=C(C(=O)OC)[C@@H]2N(C)c3ccccc3[C@@]23C[C@@H](C(=O)OC)N(C(=O)c2ccc(Br)cc2)C3=N1,-6%,13%,-17%[8.37 µM],-3%[12.9 µM],11,174%[activator]
FC(F)(F)c1cc(-c2ccco2)nc(NCc2cccnc2)n1,3%,45µM*,?,2%,-13,46%
COc1cccc2sc(/N=C/N(C)C)nc12,1%,-2%,7%,3%,38,-14%
Cc1ccc2sc(NC(=O)C3CC3)nc2c1C,-6%,2%,-4%,0%,0,-32%
COc1cccc(C(=O)Nc2sc3c(c2C(=O)O)CCCC3)c1,-4%,-14%,13µM*,-25%,18,-28%
Cc1ccc(CN2CCN(Cc3ccc(-n4cccn4)cc3)CC2CCO)cc1 (configuration not stated),-4%,-10%,-29%,4%,?,104%[activator]
O=C(Nc1ccccc1)NC1(C(=O)NCc2ccc3c(c2)OCO3)CCCCC1,-6%,8%,?,2%,5,-31%
COc1cccc(C2C(C(=O)c3cc4ccccc4o3)=C(O)C(=O)N2CCN2CCOCC2)c1 (configuration not stated),-10%,40µM*,14%,3%,?,7%
O=C(O)CCN1C(=O)c2ccc(Oc3ccc([N+](=O)[O-])cc3)cc2C1=O,?,10%,24%,5%,-1,35%
O=C(CSc1nnc(CNc2ccc(Cl)cc2)o1)Nc1nc2ccccc2s1,-7%,3%,10%,10%,-16,-48%
O=C(c1ccco1)N1CCN(C(=O)C(Sc2ccccc2)c2ccccc2)CC1 (configuration not stated),-15%,0%,?,10%,?,63%[activator]
COc1ccccc1NC(=O)c1ccc(S(=O)(=O)N2CCCC2)cc1,-12%,11%,-12%,-1%,24,-2%
O=C(NC(=S)Nc1ccc(F)c(Cl)c1)C1CC1,9%,16µM*,-10%,/,3,-33%
Cc1cc(C)nc(/N=C(\N)Nc2ccc(OCCC(C)C)cc2)n1,-8%,55%[activator],10µM*,-3%,?,-47%
O=C(c1cnc2n(c1=O)CCS2)N(C1CCCCC1)C1CCCCC1,?,-7%,10%,-2%,?,-3%
COc1cccc(C2C(C#N)=C(N)Oc3cc(C)n(Cc4ccccn4)c(=O)c32)c1OC (configuration not stated),?,-16%,15%,-11%,52,2%
Cc1ccc(S(=O)(=O)CC(C)N2CCN(C3CCCCC3)CC2)cc1 (configuration not stated),4%,2%,8%,1%,5,-7%
OCCC1CN(Cc2nc3ccccc3s2)CCN1CCc1ccccc1 (configuration not stated),1%,-13%,-5%,2%,0,177%[activator]
Fc1ccc(C(NCCc2ccccc2)c2nnc(-c3ccccc3Cl)o2)cc1 (configuration not stated),14%,1%,/,/,-5,/
CC(=O)c1cccc(NC(=O)C(C)OC(=O)C2=NNC(=O)CC2)c1 (configuration not stated),/,/,-4%,/,60,-6%
CC1CN(CC(O)COC(c2ccc(Cl)cc2)c2ccc(Cl)cc2)CC(C)O1 (configuration not stated),-2%,-4%,10µM*,-23%,53,200%[activator]
N=C(c1cccc([N+](=O)[O-])c1)N1CCCCC1,-4%,-1%[57.1 µM],13%,-14%,-5,-10%
CCOC(=O)c1c(-c2ccccc2)oc2ccc(OC)cc12,-9%,2%,11µM*,0%,9,-8%
Cc1sc2nc(CSC(C)C(=O)N(C)CC(=O)Nc3ccccc3C(F)(F)F)[nH]c(=O)c2c1C (configuration not stated),?,-8%,?,/,-15,45%
CC1CCCC(NC(=O)COC(=O)CN2C(=O)C3CCCCC3C2=O)C1C (configuration not stated),0%,-4%,1%,3%,?,31%
Cn1c(=O)c2c(nc(SCC(=O)Nc3ccc(F)cc3)n2Cc2ccccc2F)n(C)c1=O,-4%,-5%,/,/,2,/
CN(C)/C=C(/C#N)C(=O)c1cccc(Oc2ccc(C(C)(C)C)cc2)c1,?,0%,25%,13%,19,-14%
COc1ccc(N(CC(=O)N/N=C(\C)c2ccc(C)cc2)S(=O)(=O)c2ccccc2)cc1,-9%,-8%,0%,9%,0,-17%
CCOc1ccc(S(=O)(=O)N(CC)CC(=O)N2CCCC2)cc1C,-14%,2%,-7%,-2%,-1,10%
CCOc1ccc(NC(=O)c2ccc(-n3cccn3)nc2)cc1,-11%,6%,3%,-2%,?,-6%

Further results.
Compound,AmpC detergent,Sm TGR inh,HCV inh,Giardia FBPA inh,HCMV inh,AmpC inh no detg
Cc1cc(=O)n2[nH]c(-c3ccc(Cl)cc3)cc2n1,-1%,-5%,17%,2%,34,?
N#CC1=C(N)Oc2cc(O)ccc2C1C1CCCCC1 (configuration not stated),?,2%,-26%,11%,15,-20%
COc1cccc(CN2CCC(Oc3ccc(C(=O)N4CCCCC4)cc3)CC2)c1O,1%,-18%,/,/,-8,166%[activator]
Cc1ccc(C)c(NC(=O)C2CCN(S(=O)(=O)c3ccc4c(c3)NC(=O)CO4)CC2)c1,1%,19%,-7%,/,10,-6%
COC(=O)C1=C(C)N(c2ccc(F)cc2)/C(=C/c2ccc(O)cc2)C1=O,7%,?,4%,-5%,-30,-22%
CC[C@H](C)[C@@H](CNC)NC[C@@H](Cc1ccc(O)cc1)NCC(C)(C)C,-20%,2%,?,?,-39,-21%
c1ccc(C(c2ccccc2)N2CCN(Cc3nnnn3C3CCCC3)CC2)cc1,?,?,-27%,-1%,-25,99%[activator]
CN(c1ccccc1)S(=O)(=O)c1ccc(C(=O)N2CCCC2)cc1,1%,-1%,3%,/,-17,11%

Taken from the results shown for reference:
Compound,AmpC detergent,Sm TGR inh,HCV inh,Giardia FBPA inh,HCMV inh,AmpC inh no detg
COc1ccccc1NC(=O)c1ccc(S(=O)(=O)N2CCCC2)cc1,-12%,11%,-12%,-1%,24,-2%
O=C(NC(=S)Nc1ccc(F)c(Cl)c1)C1CC1,9%,16µM*,-10%,/,3,-33%
Cc1cc(C)nc(/N=C(\N)Nc2ccc(OCCC(C)C)cc2)n1,-8%,55%[activator],10µM*,-3%,?,-47%
O=C(c1cnc2n(c1=O)CCS2)N(C1CCCCC1)C1CCCCC1,?,-7%,10%,-2%,?,-3%
COc1cccc(C2C(C#N)=C(N)Oc3cc(C)n(Cc4ccccn4)c(=O)c32)c1OC (configuration not stated),?,-16%,15%,-11%,52,2%
Cc1ccc(S(=O)(=O)CC(C)N2CCN(C3CCCCC3)CC2)cc1 (configuration not stated),4%,2%,8%,1%,5,-7%
OCCC1CN(Cc2nc3ccccc3s2)CCN1CCc1ccccc1 (configuration not stated),1%,-13%,-5%,2%,0,177%[activator]
Fc1ccc(C(NCCc2ccccc2)c2nnc(-c3ccccc3Cl)o2)cc1 (configuration not stated),14%,1%,/,/,-5,/
CC(=O)c1cccc(NC(=O)C(C)OC(=O)C2=NNC(=O)CC2)c1 (configuration not stated),/,/,-4%,/,60,-6%

Other entries
Compound,AmpC detergent,Sm TGR inh,HCV inh,Giardia FBPA inh,HCMV inh,AmpC inh no detg
CC(=O)Oc1ccc(C(=O)Nc2ccccc2C(=O)NCC(C)C)cc1,-12%,-1%,-8%,-1%,-11,-17%
Cc1nn(C)c(C)c1CN(C)C(=O)c1cnn2c1NC(c1ccccc1)CC2C(F)(F)F (configuration not stated),-14%,4%,-10%,-1%,-19,127%[activator]
Cc1ccccc1OCC(=O)Nc1ccc(-c2nc3ccccc3o2)cc1,4%,16%,/,/,22,/
COC(=O)c1cc(NC(=S)N2CCN(c3ccccn3)CC2)cc(C(=O)OC)c1,-2%,6%,-12%,2%,82,81%
O=c1cc(C(F)(F)F)nc(-c2cccnc2)[nH]1,3%,5%,5%,-4%,-1,-12%
C/C(=N\NC(=O)CNC(=O)c1cccc(F)c1)c1ccc2ccccc2c1,7%,-12%,?,/,-12,-26%
Cc1cccc(N2CCN(C(=O)NCc3ccc(F)cc3)CC2)c1C,-11%,-13%,?,3%,-16,-11%
CSCC[C@@H](C(=O)NCCCCCCCCCCC(=O)N1CCN(C(=O)OC(C)(C)C)CC1)n1cc(CCO)nn1,?,3%,?,/,0,265%[activator]
O=c1[nH]c(N2CCCCC2)nc2c1CCCC2,3%,-25%,8%,-2%,2,-14%
CNC(=O)CSc1nc2nn(-c3ccccc3)c(=O)c-2c2n1CCCCC2,1%,9%,5%,2%,212,-10%
CN(C(=O)Nc1ccccc1)C1CCCc2ccccc21 (configuration not stated),-1%,-2%,3%,3%,21,-23%
COc1ccc(/C=C(\C#N)C(=O)OCCNC(=O)c2ccncc2)cc1,2%,2%,-3%,5%,-10,-2%
COCCn1c(=S)[nH]c2cc(C(=O)N3CCN(c4ccccc4OC)CC3)ccc2c1=O,3%,-14%,?,-14%,6,2%
Cc1cc(C(=O)N(C)CC(=O)Nc2ccc(F)c(F)c2F)no1,-6%,3%,14%,/,-28,-8%
C/C(=C/C#N)Nc1ccc(C)cc1,4%,/,-1%,1%,11,-14%
CN(CC(=O)Nc1c(Cl)cccc1Cl)C(=O)C1CC(=O)N(Cc2ccccc2)C1 (configuration not stated),-9%,-13%,20%,/,59,1%
O=C(CSc1n[nH]c(-c2ccccn2)n1)Nc1ccccc1,4%,?,?,/,-79*,12%
COc1ccccc1NC(=S)N1CCN(c2ccc(F)cc2)CC1,?,-3%,?,7%,-8,-20%
NC(=O)Cn1nc([N+](=O)[O-])nc1Oc1ccccc1C(=O)N1CCOCC1,-4%,-1%,23%,-15%,-24,-11%
COc1ccc(CCNC(=O)CS(=O)(=O)Cc2nc(-c3ccccc3Cl)oc2C)cc1OC,?,-29%,-4%,9%,3,50%
COc1ccc(Oc2coc3c(CN(C)C)c(O)ccc3c2=O)cc1,-14%,-27%,-27%,-8%,5,-11%
CCOC(=O)N1CCN(C(=O)c2c(-c3ccccc3)noc2C)CC1,?,-4%,-5%,6%,2,21%
O=[N+]([O-])c1cc(-c2nc3nc4ccccc4nc3n2CCc2ccccc2)cc([N+](=O)[O-])c1,6%,3%,3%,10%,-12,13%
Cc1c[n+](CC(=O)c2ccccc2)cs1,?,-11%,-10%,3%,-4,8%

Screening results (PubChem BioAssay)
